DNMT1 inh = DNMT1 (human) enzyme inhibition; P26358; DNMT1 molecular beacon, Hinp1I cleavage, fluorescence; inhibition (reported as % activation of signal), % at 10 µM; 360,000 compounds, 0.83% hits; AID 588458; in the data active = inhibition above about 50%
STEP inh = blocks human striatal-enriched tyrosine phosphatase; P54829; recombinant STEP, OMFP fluorogenic substrate, fluorescence; inhibition, % at 20 µM; 360,000 compounds, 0.25% hits;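 active = inhibition at 20 µM, scaled per plate between control wells, above about 37%, limit read from the data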;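 note: 0% = DMSO with enzyme and substrate and 100% = substrate only without enzyme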
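medium = Bis-Tris buffer pH 6.0, 2.5 mM DTT, 0.005% Tween 20 | test system = STEP (striatal-enriched tyrosine phosphatase) enzyme, cell-free | measure = normalized % inhibition | compound dosing = 20 µM, 1% DMSO | also added = 25 µM OMFP | schedule = reaction 20 min, ambient temperature | measured by = fluorescence read at 480 nm ex / 540 nm em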
TbMetRS inhib = blocks T. brucei methionyl-tRNA synthetase activity; AID 624268; inhibition, % at 11.9 µM; purified T. brucei MetRS, ATP depletion, Kinase-Glo luminescence; 360,000 compounds, 0.4% hits;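 active = inhibition above a per-plate cutoff of the control wells' mean inhibition plus 3 SD, cut at about 5.5% in these data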;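 note: 0% = DMSO wells median and 100% = median of wells with control inhibitor compound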
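Test system: purified T. brucei MetRS enzyme. Also added: ATP, methionine and E. coli bulk tRNA substrates. Compound: 11.9 µM single point. Schedule: 15 min enzyme-compound preincubation, 2 h reaction, 10 min detection, 25 °C. Signal: luciferase luminescence of residual ATP, Kinase-Glo. Evaluation: percent inhibition versus plate control medians. Controls: DMSO wells, low control.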
Neddyl block = inhibitors of human cullin neddylation; AID 651699; calls only at 25 µM; 360,000 compounds, 0.58% hits; TR-FRET cullin neddylation, biochemical; P61081+Q13564; in the data active = inhibition above about 36%
Target sequence (P61081 whole entry, looked up): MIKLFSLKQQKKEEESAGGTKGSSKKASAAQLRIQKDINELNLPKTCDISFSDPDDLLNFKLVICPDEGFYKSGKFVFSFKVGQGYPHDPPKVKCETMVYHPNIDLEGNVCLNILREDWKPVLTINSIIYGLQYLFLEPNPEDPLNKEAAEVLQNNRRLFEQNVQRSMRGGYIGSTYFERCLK
Target sequence (Q13564 whole entry, looked up): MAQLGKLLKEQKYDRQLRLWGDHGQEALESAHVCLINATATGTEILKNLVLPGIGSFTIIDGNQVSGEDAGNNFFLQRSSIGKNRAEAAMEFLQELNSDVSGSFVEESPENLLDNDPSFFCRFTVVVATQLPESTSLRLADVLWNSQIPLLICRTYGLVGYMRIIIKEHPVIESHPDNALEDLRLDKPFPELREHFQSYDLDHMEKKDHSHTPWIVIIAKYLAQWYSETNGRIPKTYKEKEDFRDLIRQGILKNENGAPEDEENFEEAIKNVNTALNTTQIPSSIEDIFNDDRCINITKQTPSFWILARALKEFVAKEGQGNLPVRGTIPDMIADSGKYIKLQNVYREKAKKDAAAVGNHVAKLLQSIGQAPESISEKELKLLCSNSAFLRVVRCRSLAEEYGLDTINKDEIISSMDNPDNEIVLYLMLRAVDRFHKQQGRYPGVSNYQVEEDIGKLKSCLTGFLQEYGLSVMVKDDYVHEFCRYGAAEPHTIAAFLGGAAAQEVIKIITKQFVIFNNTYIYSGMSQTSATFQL
LMPTP block = blocks human LMPTP phosphatase. AID 651560. inhibition, % at 20 µM. recombinant LMPTP-A, OMFP fluorogenic substrate, fluorescence intensity. 360,000 compounds, 0.22% hits. P24666;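 active = compounds that cut the enzyme signal by at least half of the control window in the single-dose screen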;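 note: plate controls were DMSO wells with enzyme plus substrate for no effect and substrate without enzyme for full effect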
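Buffer or medium: Bis-Tris pH 6.0, DTT, detergent; Assay system: LMPTP-A enzyme; Quantity: 0.625 nM enzyme; Detection: endpoint fluorescence intensity; Times: 50 min dark incubation at room temperature; Controls: substrate-only low control, DMSO enzyme-plus-substrate high control; Doses: single 20 µM dose; Read-out: percent inhibition versus substrate-only and uninhibited controls; Reagent: 400 µM OMFP.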
CendR NRP1 mod = NRP-1/CendR interaction modulation. O14786. FAM-RPARPAR peptide binding to NRP-1, fluorescence polarization. inhibition, % at 25 µM. 360,000 compounds, 0.85% hits. AID 602438;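 active = inhibition or corrected inhibition above about 18%, plus a signal ratio from 0.5 to 1.5, limit read from the data, passing the limit was not always enough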; note: strong numbers were not always called active
NadD inh = NadD (S. aureus) enzyme inhibition. inhibition, % at 20 µM. purified NadD enzyme, colorimetric absorbance read-out. 360,000 compounds, 0.78% hits; in the data active = inhibition above about 26%; note: some compounds past the cut are filed as inactive
SKN-1 block = inhibitors of C. elegans SKN-1 | C. elegans VP596 Pgst-4::GFP/RFP ratio, acrylamide-induced, 24 h | inhibition, % at 21.8 µM | 360,000 compounds, 0.49% hits | AID 624304;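 active = interference check ratio from 0.5 to 1.5 plus GFP to RFP signal ratio inhibition reaching or exceeding a fixed threshold, cut at about 30% in these data, passing the limit was not always enough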; note: some compounds called inactive have numbers as strong as hits
SUMO1-SIM PPI = SUMO1-SIM interaction modulation. inhibition, % at 20 µM. P63165. SUMO1 binding to a labelled peptide, TR-FRET, 1 h. 360,000 compounds, 0.33% hits; in the data active = inhibition above about 37%
Scp1 inh = inhibitors of human Scp-1 phosphatase; inhibition, % at 20 µM; Recombinant Scp1, phosphopeptide, malachite green phosphate absorbance; 340,000 compounds, 0.88% hits;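 active = inhibition above about 50% at 20 µM, limit read from the data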;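 note: plate controls were DMSO wells with enzyme for no effect and wells lacking enzyme for full effect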
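Material: truncated SCP-1 phosphatase (76-261aa) / Buffer or medium: 50 mM Tris acetate pH 5.5, 0.005% Tween-20, 10 mM MgCl2 / Compound dosing: one concentration, 20 µM, with 1.0% DMSO / Incubation: 45 min room-temperature reaction, 5 min colour, 30 min stabiliser / Detection: colorimetric free-phosphate detection, absorbance 630 nm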
* hit, by the source's call; i = inactive; . = no result given.

SMILES | DNMT1 inh | STEP inh | TbMetRS inhib | Neddyl block | LMPTP block | CendR NRP1 mod | NadD inh | SKN-1 block | SUMO1-SIM PPI | Scp1 inh
Cc1ccccc1C(=O)N/N=C/c1cccc2ccccc12 | 1 | 0 | -1.1 | i | 0.0 | 9 | 3 | 13 | -5 | -10
CCN(CCn1cccn1)C(=O)CCc1nnc(Cc2c[nH]c3ccccc23)o1 | -1 | -3 | -0.2 | i | -1.0 | 21* | -4 | 6 | 1 | 1
CCc1noc(C)c1C(=O)NNC(=O)c1cc(OC)cc(OC)c1 | 4 | -2 | 0.3 | i | -1.4 | 8 | 2 | 25 | 1 | -7
COc1ccc(CC(=O)NC2CCN(CC(=O)Nc3ccc4c(c3)OCCO4)CC2)cc1OC | 5 | 2 | -0.3 | i | -0.4 | -1 | -3 | 2 | -1 | -7
CC(C)N(CCc1ccncc1)C(=S)Nc1ccc(F)c(Cl)c1 | -3 | 11 | 0.5 | i | -0.4 | 4 | -3 | 4 | 3 | -8
CC1(C(=O)NC2CCCCCCC2)CCC(=O)N1CCN1CCOCC1 (centres undefined) | -1 | 0 | -0.4 | i | -1.4 | -1 | 7 | 7 | 2 | -2
COc1ccc(CCNC(=O)COc2ccccc2[N+](=O)[O-])cc1OC | -6 | 4 | -0.8 | i | 1.0 | 5 | 7 | 0 | -4 | 29
CCOC(=O)c1cnc2c(C)cccc2c1NCCc1ccc(OC)c(OC)c1 | -8 | -5 | -0.4 | i | 1.3 | -1 | 12 | 13 | 6 | -2
CC(C)c1c(O)nc(SCC(=O)N2CCOCC2)[nH]c1=O | -1 | -1 | -0.4 | i | -1.2 | -3 | 0 | 9 | -3 | -5
CC(=O)NC(Cc1ccccc1)C(=O)NC1CCN(C(=O)NC2CCCCC2)CC1 (centres undefined) | 0 | 1 | -0.5 | i | -2.7 | -1 | 2 | 3 | 1 | -6
CCC(Sc1nc2ccsc2c(=O)n1CCC(=O)O)C(=O)Nc1ccc(Cl)cc1 (centres undefined) | -1 | -2 | -0.2 | i | 0.0 | 13 | 4 | 20 | 8 | .
O=C(NCC1CCCO1)c1coc2nc3ccccc3nc12 (centres undefined) | 3 | 0 | 0.1 | i | 2.0 | -18 | -5 | -22 | -19 | -4
c1ccc(-c2onc(-c3ccco3)c2-c2ccc3c(c2)OCO3)cc1 | -2 | 0 | -0.2 | i | 3.5 | -5 | -2 | 17 | -4 | -6
Cc1ccc(NC2c3ncccc3C(=O)N2c2ccccc2C)cc1C (centres undefined) | -9 | 32 | 0.8 | i | 0.1 | -19 | 14 | 10 | 5 | 5
Oc1ccccc1/C=N/n1cnn(Cc2ccccc2Cl)c1=S | -1 | 2 | 0.2 | i | 2.5 | 5 | 5 | 2 | -2 | -1
CCN(CC)C(=O)C1=C(C)N(CCCOC)C(=O)C(CC(=O)NCC2CCCCC2)C1 (centres undefined) | 2 | -3 | -1.6 | i | 0.1 | -3 | 5 | -14 | 3 | .
CC(=O)c1cccc(-c2cnc3c(NC=O)cc(-c4ccc(C(=O)N5CCOCC5)cc4)cn23)c1 | 0 | 0 | 0.3 | i | 1.1 | -17 | 4 | 4 | -31 | .
CSc1ccccc1NC(=O)c1cc(CC(C)C)on1 | 0 | 0 | 1.1 | i | 1.1 | 9 | -3 | 12 | -1 | -15
COc1ccc(OC)c(NC(=O)CSc2ccc(-c3ccco3)nn2)c1 | -6 | 4 | -0.3 | i | 7.6 | 2 | 4 | 3 | -2 | 11
COc1cccc(C(=O)CC(=O)C(=O)Nc2cccc([N+](=O)[O-])c2C)c1 | 0 | 3 | -0.4 | i | 1.6 | -9 | 3 | -18 | -5 | -14
N#C/C(=C\Nc1ccc(Cl)cn1)S(=O)(=O)c1ccccc1 | -5 | -1 | 1.1 | i | 1.4 | -5 | -4 | -9 | 0 | 4
CN(CC(=O)Nc1ccc(OC(F)(F)F)cc1)C(=O)/C=C/c1cc2c(cc1[N+](=O)[O-])OCO2 | -1 | 0 | -0.3 | i | 0.1 | 14 | 2 | -14 | -31 | -1
O=C(COC(=O)Cn1cnc2ccccc21)Nc1ccc2c(c1)C(=O)c1ccccc1C2=O | 7 | 2 | -1.0 | i | 8.6 | -1 | 28 | -1 | -17 | 16
Cc1ccc(C)c(N2CN(CCC3=CCCCC3)CNC2=S)c1 | 0 | -4 | -0.1 | i | 0.4 | -1 | 3 | -1 | -2 | -7
Cc1ccc2nc(N/N=C/c3ccccc3F)nc(-c3ccccc3)c2c1 | -12 | 1 | -0.2 | . | 7.9 | -1 | 9 | 2 | -4 | 5
Cc1c(Cl)c(=O)n2c(=O)c(Cl)c(C)n12 | 2 | 2 | -0.4 | . | -1.7 | 2 | -4 | 8 | -10 | -4

Part of the list above, set out differently:
SMILES: CCN(CCn1cccn1)C(=O)CCc1nnc(Cc2c[nH]c3ccccc23)o1
  DNMT1 inh: -1; STEP inh: -3; TbMetRS inhib: -0.2; Neddyl block: i; LMPTP block: -1.0; CendR NRP1 mod: 21*; NadD inh: -4; SKN-1 block: 6; SUMO1-SIM PPI: 1; Scp1 inh: 1

SMILES: CCc1noc(C)c1C(=O)NNC(=O)c1cc(OC)cc(OC)c1
  DNMT1 inh: 4; STEP inh: -2; TbMetRS inhib: 0.3; Neddyl block: i; LMPTP block: -1.4; CendR NRP1 mod: 8; NadD inh: 2; SKN-1 block: 25; SUMO1-SIM PPI: 1; Scp1 inh: -7

5 entries already listed, sorted by molar mass, high to low:
SMILES | DNMT1 inh | STEP inh | TbMetRS inhib | Neddyl block | LMPTP block | CendR NRP1 mod | NadD inh | SKN-1 block | SUMO1-SIM PPI | Scp1 inh
CCOC(=O)c1cnc2c(C)cccc2c1NCCc1ccc(OC)c(OC)c1 | -8 | -5 | -0.4 | i | 1.3 | -1 | 12 | 13 | 6 | -2
COc1cccc(C(=O)CC(=O)C(=O)Nc2cccc([N+](=O)[O-])c2C)c1 | 0 | 3 | -0.4 | i | 1.6 | -9 | 3 | -18 | -5 | -14
CC(C)N(CCc1ccncc1)C(=S)Nc1ccc(F)c(Cl)c1 | -3 | 11 | 0.5 | i | -0.4 | 4 | -3 | 4 | 3 | -8
c1ccc(-c2onc(-c3ccco3)c2-c2ccc3c(c2)OCO3)cc1 | -2 | 0 | -0.2 | i | 3.5 | -5 | -2 | 17 | -4 | -6
Cc1c(Cl)c(=O)n2c(=O)c(Cl)c(C)n12 | 2 | 2 | -0.4 | . | -1.7 | 2 | -4 | 8 | -10 | -4

Screening data (PubChem)
